# HCMV inh – qHTS Assay for inhibitors of the human cytomegalovirus (HCMV) | activity change, negative = inhibition, % at 57.5 µM | HFF cells, HCMV-luciferase reporter, 72 h; stronger effect = lower value | 4.5% of 410,000 active; in the data active = activity change below about -60%; inconclusive = no clear call, values can overlap the other calls; inactive = above about -39%
#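 Screen run at 2 compound doses on HFFs infected with reporter HCMV, MOI 1 PFU/cell. Luciferase activity from cell lysates at 72 h post infection gave inhibition relative to buffer-only and Salinomycin wells.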
# AMA1-RON2 inh – qHTS for Inhibitors of AMA1-RON; Towards Development of Antimalarial Drug Lead: Primary Screen; Plasmodium falciparum AMA1 (3D7) - RON2 peptide interaction; AlphaScreen AMA1-biotinylated RON2 peptide binding; Potency, µM (highest dose often 58.2 µM), inactives show at the top dose activity change, negative = inhibition, usual class: inhibitors; 0.2% of 360,000 active; AID 720542, 2013;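 also: potency is read from the fitted curve at half-maximal effect; 0% = vehicle wells and -100% = peptide control; nearly all actives have a fitted effect of over 45% in size; some results filed as inactive show a strong effect at the top dose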
#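 AMA1 (3D7) with his tag at 25 nM final met compounds first, then biotinylated RON2 peptide at 25 nM; detection used donor plus acceptor beads, 10 µg/mL apiece, read by AlphaScreen after 30 min at room temperature.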
# FBPA Giardia inh – qHTS Assay for Inhibitors of Fructose-1,6-bisphosphate Aldolase from Giardia Lamblia. purified Giardia FBPA. 0.71% of 290,000 active. Potency, µM (top dose mostly 59.6 µM), for the others: top-dose activity, negative = inhibition, usual class: inhibitors. A8B2U2; also: potency is read from the fitted curve at half-maximal effect; nearly all actives have a fitted effect of over 55% in size
# Target sequence (A8B2U2 whole entry, looked up): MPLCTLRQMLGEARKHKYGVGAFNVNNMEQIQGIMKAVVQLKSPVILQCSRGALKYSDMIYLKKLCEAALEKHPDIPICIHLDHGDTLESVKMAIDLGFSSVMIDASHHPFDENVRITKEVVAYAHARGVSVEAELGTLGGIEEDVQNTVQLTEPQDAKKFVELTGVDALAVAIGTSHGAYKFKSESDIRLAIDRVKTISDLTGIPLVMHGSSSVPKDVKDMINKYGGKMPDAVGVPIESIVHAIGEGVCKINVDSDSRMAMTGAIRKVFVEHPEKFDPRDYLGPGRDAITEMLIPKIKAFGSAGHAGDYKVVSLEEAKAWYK
#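 40 nM FBPA preincubated 10 min at RT with compound (up to 57.5 uM final), then substrate plus GAPDH/TPI/NAD/arsenate coupling and diaphorase/resazurin added. Fluorescence read after 20 min at RT, 525/598 nm.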
# Sm TGR block – qHTS Assay for the Inhibitors of Schistosoma Mansoni Peroxiredoxins; Schistosoma mansoni thioredoxin glutathione reductase (TGR), Q962Y6; purified TGR, DTNB reduction, TNB absorbance 405 nm; Potency, µM (highest dose often 114 µM), for inactives: at the top dose activity change, negative = inhibition, most hits filed as inhibitors; 3% of 360,000 active; AID 485364, 2010; also: potency is read from the fitted curve at half-maximal effect; nearly all actives have a fitted effect of over 60% in size
#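 TGR 20 nM + NADPH 100 uM (dispensed conc.), cpd preinc 15 min RT; start with NADPH (500 uM addition) then DTNB (15 mM addition). Kinetic TNB absorbance, 405 nm filter. Four-parameter Hill fit across titration.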
# HCV inhibitor – qHTS Assay for Inhibitors of Hepatitis C Virus (HCV); Potency, µM (highest dose often 41.8 µM), inactives show at the highest dose activity change, negative = inhibition, usual class: inhibitors; 3.4% of 340,000 active; Huh7.5.1 HCVcc-Cre infection, luciferase reporter, 44 h; also: potency is read from the fitted curve at half-maximal effect
#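 Whole-lifecycle infectious HCVcc-Cre system; cells 1,000/well, compound then virus (~0.5 moi) added 4 h after plating, 44 h culture. Luciferase read 15 sec following 15 min substrate incubation, room temp.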
# AmpC detergent – qHTS Inhibitors of AmpC Beta-Lactamase (assay with detergent); P00811; AmpC hydrolysis of nitrocefin, absorbance 480 nm, 0.01% Triton; Potency, µM (doses to about 114 µM), for inactives: at the top dose activity change, negative = inhibition, hits mostly inhibitors; 0.041% of 370,000 active;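 also: potency is read from the fitted curve at half-maximal effect; 0% = no-compound wells and -100% = no-enzyme wells; nearly all actives have a fitted effect of over 25% in size; some results filed as inactive show a strong effect at the top dose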
# Target sequence (P00811 whole entry, looked up): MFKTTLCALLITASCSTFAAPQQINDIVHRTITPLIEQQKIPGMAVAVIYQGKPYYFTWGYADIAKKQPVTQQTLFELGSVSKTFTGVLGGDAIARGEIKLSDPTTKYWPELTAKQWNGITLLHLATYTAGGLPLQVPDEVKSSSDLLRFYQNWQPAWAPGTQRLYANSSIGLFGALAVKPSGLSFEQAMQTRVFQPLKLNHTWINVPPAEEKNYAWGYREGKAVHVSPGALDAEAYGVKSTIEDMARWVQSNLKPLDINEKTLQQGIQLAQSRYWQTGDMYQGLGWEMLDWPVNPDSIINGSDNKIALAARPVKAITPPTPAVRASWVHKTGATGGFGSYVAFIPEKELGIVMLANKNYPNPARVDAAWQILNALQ
#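 AmpC (5.3 nM in the dispensed reagent) in 20 mM phosphate pH 7.0 with 0.01% (detergent screen) or 0.0001% Triton X-100 was preincubated with compounds for 15 min at room temperature. Nitrocefin was then added from an 800 uM solution, and hydrolysis was followed at 480 nm.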
# Numbers without * were called inactive; ? = inconclusive; . = no result given; & = joins results of further samples; [ ] = remark or other dose. Unless noted, calls follow the shape of the dose curve; as a rule, active = well fitted curve in the direction sought with a large enough effect; inconclusive = small, poorly fitted or top-dose-only effect, or another doubt; inactive = no such curve, though single readings can be large; an effect the other way counts as inactive or inconclusive. Unless noted, % is scaled to controls: 0 for no effect and ±100 for the full control effect. Rows were taken by chance; 9.3% or so of the library scored in one or more.
SMILES,HCMV inh,AMA1-RON2 inh,FBPA Giardia inh,Sm TGR block,HCV inhibitor,AmpC detergent
FC(F)(F)c1ccccc1/C=N/Nc1ccccn1,14,13%,-2%,0%,-3%,-3%
COc1cccc(CN2CC(C(=O)NCCn3ccc(C)n3)CCC2=O)c1 (centres undefined),24,5%,.,?,8%,-13%
Cc1ccc(S(=O)(=O)NCc2ccc(C(=O)NC3CC3)cc2)cc1,16,3%,2%,-10%,12%,-13%
COc1ccc(CNC(=O)c2cc(-c3ccc(C)cc3)nc3n[nH]c(-c4ccc(Br)cc4)c23)cc1,12,.,.,8%,.,3%
O=C(CN1CCc2ccccc21)NCc1ccccc1Cl,57,-14%,-7%,-3%,-9%,-7%
Cn1c(-c2ccc3nc(N)sc3c2)nc2cc(N)ccc21,62,?,3%,-12%,-23%,-1%
COCC(=O)Nc1nnc(-c2ccc(C(C)(C)C)cc2)s1,55,25%,1%,.,-2%,-3%
COC(=O)c1cc(=O)nc2sc3cc(OC)ccc3n12,33,8%,0%,3%,17%,7%
O=c1c2ccccc2c2ccccc2c(=O)n1CC1CCCO1 (centres undefined),2,2%,3%,-7%,4%,-13%
CNC(=O)CCc1[nH]c2ccccc2c1Sc1ccccc1,19,5%,14%,-6%,17%,-2%
Cc1ccc(CN(C)C(=O)CCc2nc3sc4c(c3c(=O)[nH]2)CCCC4)o1,2,-8%,5%,?,4%,?
CCOC(=O)c1ccc(NC(=O)C2C3CCCCC32)cc1 (centres undefined),6,4%,2%,41%[activator],?,?
Cc1ccc(S(=O)(=O)[N-]c2nc3ccccc3nc2-n2cc[n+](CCC(C)C)c2)cc1,27,-9%,1%,0%,-10%,3%
CCOC(=O)[C@H]1[C@H]2COc3ccc(Br)cc3[C@@H]2N2C(=O)c3cc(OC)c(OC)cc3NC(=O)[C@@]12C,-19,-6%,.,-5%,?,?
CC(C)N(C)CCOC(=O)C1COc2ccccc2O1 (centres undefined),13,-27%,-1%,-1%,22%,-10%
CC(C)[C@H](CN(N=O)[C@@H](Cc1ccccc1)CN(C)N=O)N(CCc1ccccc1)N=O,67,-5%,-5%,29%,?,6%
C/C(CC(=O)Nc1ccc(Cl)c(Cl)c1)=N\NC(N)=S,36,36%[activator],10µM*,5%,?,-6%
N#CCCN1CCN(S(=O)(=O)c2ccc(C3CCCCC3)cc2)CC1,?,-10%,.,-10%,?,4%
COc1ccccc1C(=O)N(Cc1cccs1)C1CCS(=O)(=O)C1 (centres undefined),-5,-15%,9%,7%,0%,-5%
Clc1ccccc1CNc1ncnc2c1c(-c1ccccc1)cn2-c1ccccc1,-28,.,.,11%,.,6%
Cc1cc(NC(=O)c2ccc([N+](=O)[O-])cc2)n(C)n1,-7,-11%,-4%,3%,1%,-7%
C=C(C)C(=O)N1CC2(CC(c3cccc(NC(=O)CC(c4ccccc4)c4ccccc4)c3)=NO2)C[C@H]1C(N)=O (some centres undefined),14,52%[activator],-27%,13%,23%,1%
CCC(=O)Oc1ccc(C(CC)C(CC)c2ccc(OC(=O)CC)cc2)cc1 (centres undefined),30,1%,2%,1%,0%,-14%
COc1ccc(NC(=O)CSc2nnc(-c3nonc3NC(C)=O)n2C)cc1Cl,-11,.,.,2%,.,-2%
CC1CN(C(=S)SCCN2C(=O)CCC2=O)CC(C)O1 (centres undefined),25,9%,5%,18%,25%,3%

# As entered above:
# AmpC detergent, Cc1cc(NC(=O)c2ccc([N+](=O)[O-])cc2)n(C)n1 = -7%
# HCV inhibitor, O=c1c2ccccc2c2ccccc2c(=O)n1CC1CCCO1 (centres undefined) = 4%
# Sm TGR block, C/C(CC(=O)Nc1ccc(Cl)c(Cl)c1)=N\NC(N)=S = 5%
# HCV inhibitor, Cc1ccc(S(=O)(=O)NCc2ccc(C(=O)NC3CC3)cc2)cc1 = 12%

# Other compounds follow:
SMILES,HCMV inh,AMA1-RON2 inh,FBPA Giardia inh,Sm TGR block,HCV inhibitor,AmpC detergent
COc1ccc(OC)c(S(=O)(=O)N2CCC(C(=O)N(C)Cc3ccccc3)CC2)c1,0,15%,3%,7%,17%,2%
COc1ccc(N2CCCC2)c(NC(=O)COc2ccccc2)c1,-39,-20%,-15%,-32%,?,-9%
CCO[C@H]1OC(C(=O)O)=C[C@@H](C(C)(C)C)[C@@H]1CCCO,-16,0%,.,.,20%,.
Cc1nc2ccccc2c(=O)n1-c1ccccc1C(F)(F)F,28,1%,1%,-1%,1%,3%
COc1cc(C(CC(=O)N2CCCC2)c2c(OC)cc(OC)c3ccc(=O)oc23)cc(OC)c1OC (centres undefined),22,15%,5%&1%,-22%,7%,-4%
CCCSc1nnc2n(-c3ccccc3OC)c(=O)c3c4c(sc3n12)CCC4,?,-2%,3%,-2%,9%,-6%
CC(C)[C@H](NC(=O)c1ccccc1)C(=O)OCc1nc2scc(-c3ccccc3)c2c(=O)[nH]1,-11,14%[2.32 µM],5%,-12%,-15%,?
O=C(CN1C=NS(=O)(=O)c2ccccc21)Nc1ccc(F)cc1,-1,.,.,8%,.,8%
COc1ccc(/C=C(\NC(=O)c2ccccc2)C(=O)NCc2cccnc2)cc1,-12,-1%,4%,12%,6%,11%
COc1ccccc1Nc1nc(-c2c(C)nc3ncccn23)cs1,68,-8%,-3%,-10%[57.1 µM],11µM*,2%
Cc1cc(CN2CCCC(CO)(Cc3cccc(Cl)c3)C2)n[nH]1 (centres undefined),-4,-6%,0%,5%,-10%,6%
COc1ccc(CCNCc2ccc(F)cc2)cc1OC,5,2%,2%,-31%,8%,-11%
COc1ccccc1C1=NN(C2=NN=C(N)Cc3ncnn32)C(O)(C(F)(F)F)C1 (centres undefined),-38,129%[activator],-22%,47%[activator],16%,5%
CCCCOC(=O)Cn1c(=O)n(CC(=O)OCCCC)c2cc(C)ccc21,20,17%,4%,3%,12%,?
COc1ccc(CN2CC(=O)N(c3ccc(C)cc3C)C2=S)cc1OC,18,-2%,-14%,-6%,-15%,-3%
Cc1nc2ccc(NC(=O)C3COc4ccccc4O3)cc2s1 (centres undefined),0,2%,-1%,-3%,-6%,-14%
COc1ccc(-c2ccnc(-c3ccc(OCCCF)cc3)n2)cc1,-12,-4%,-1%,0%,?,10%
COc1ccc(/C=C/C(=O)NC(=S)NNC(=O)Cc2cccs2)cc1OC,30,69%[activator],20%,-22%,-30%,-5%
Cc1cc(C)c(NS(=O)(=O)c2ccc3c(c2)CC(C)N3C(=O)C2CCC2)c(C)c1 (centres undefined),-7,.,.,9%,.,11%
CCc1ccc(N(CC(=O)NC2CCCCC2)S(=O)(=O)c2c(C)noc2C)cc1,-20,1%,2%,0%,1%,-2%
O=C(O)COc1ccc2nsnc2c1Cl,3,12%,0%,0%,29%,?
COc1ccc(C(C)=O)cc1CC(=O)NC1CCCCCC1,-15,-16%,1%,-1%,?,-16%
COc1ccc(S(=O)(=O)N2CCCC(C(=O)NCc3ccccn3)C2)cc1 (centres undefined),24,10%,3%,-15%,3%,-10%
O=C(NCc1nc2ccccc2[nH]1)c1c(F)cccc1F,-1,.,.,9%,.,-3%
CC1=NN(c2ccccc2)C(=O)/C1=C\c1ccc(Oc2ccc([N+](=O)[O-])cc2[N+](=O)[O-])cc1,50,-8%,-24%,13µM*,-25%,?

# Results in HCV inhibitor, for 6 of the compounds above:
structure | HCV inhibitor
Cc1cc(CN2CCCC(CO)(Cc3cccc(Cl)c3)C2)n[nH]1 (centres undefined) | -10%
COc1ccc(CCNCc2ccc(F)cc2)cc1OC | 8%
COc1ccccc1C1=NN(C2=NN=C(N)Cc3ncnn32)C(O)(C(F)(F)F)C1 (centres undefined) | 16%
CCCCOC(=O)Cn1c(=O)n(CC(=O)OCCCC)c2cc(C)ccc21 | 12%
COc1ccc(CN2CC(=O)N(c3ccc(C)cc3C)C2=S)cc1OC | -15%
Cc1nc2ccc(NC(=O)C3COc4ccccc4O3)cc2s1 (centres undefined) | -6%

# The main list resumes, starting 2 compounds before the break.
SMILES,HCMV inh,AMA1-RON2 inh,FBPA Giardia inh,Sm TGR block,HCV inhibitor,AmpC detergent
O=C(NCc1nc2ccccc2[nH]1)c1c(F)cccc1F,-1,.,.,9%,.,-3%
CC1=NN(c2ccccc2)C(=O)/C1=C\c1ccc(Oc2ccc([N+](=O)[O-])cc2[N+](=O)[O-])cc1,50,-8%,-24%,13µM*,-25%,?
COc1cccc(NC(=O)CNC(=O)c2ccc(OC)c(OC)c2)c1,11,1%,1%,.,-15%,-9%
Cc1nnc(SCC(=O)N2CCN(Cc3ccccc3)CC2)s1,10,-4%,-19%,-13%,9%,0%
Nc1nc2n(n1)C(c1ccccc1Cl)CC(c1ccc(F)cc1)N2 (centres undefined),13,38%[activator],-11%,-21%,6%,-9%
Cc1ccc(/C=C/C(=O)Nc2nc3ccccc3[nH]2)cc1,85,64%[activator],13%,-11%,4%,?
C/C(=N\NC(=O)C1CC1)c1ccc(C)cc1C,0,20%,.,.,12%,.
CCC1Nc2ncnc(N3CCN(c4ccccc4)CC3)c2N(Cc2ccc(Br)cc2)C1=O (centres undefined),-15,-27%,.,-28%,7%,-4%
N#Cc1cc(N2CCOCC2)nc2ccccc12,10,77%[activator],-3%,6%,-10%,3%
CCN(C(=O)CN1CCN(c2ccccc2F)CC1)c1c(N)n(Cc2ccccc2)c(=O)[nH]c1=O,13,0%,5%,5%,-5%,7%

# Exported bar-delimited: part of the list above
Molecule | HCMV inh | AMA1-RON2 inh | FBPA Giardia inh | Sm TGR block | HCV inhibitor | AmpC detergent
CCc1ccc(N(CC(=O)NC2CCCCC2)S(=O)(=O)c2c(C)noc2C)cc1 | -20 | 1% | 2% | 0% | 1% | -2%
O=C(O)COc1ccc2nsnc2c1Cl | 3 | 12% | 0% | 0% | 29% | ?
COc1ccc(C(C)=O)cc1CC(=O)NC1CCCCCC1 | -15 | -16% | 1% | -1% | ? | -16%

# Assay outcomes from PubChem.
